ATXN viability – reduces viability in counter-screen for ATXN expression inhibitors; actives 0.49% (n = 400,000); Potency, µM (series often up to 56.7 µM), actives largely listed as cytotoxic; S2 cells (HEK-293 line with an ATXN2-luciferase reporter) viability, CellTiter-Fluor protease fluorescence, 24 h; AID 651635; also: nearly all actives have a fitted effect of over 40% in size
TGFb inhibitor – TGF-b pathway inhibition. HepG2 CAGA-GFP TGF-b/SMAD3 reporter, GFP fluorescence, 18 h; TGF-beta stimulated, 500 pg/mL final. Potency, µM (titrated, usually from 46.1 µM), without a hit: at the highest dose activity, negative = inhibition, actives largely listed as inhibitors. actives 1.2% (n = 410,000). AID 588855; also: % is scaled to controls: 0 for no effect and ±100 for the full control effect; nearly all actives have a fitted effect of over 65% in size
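HEPG2 CAGA-GFP reporter cells (1000/well, DMEM with 1% FBS) received compounds, then recombinant TGF-beta at 500 pg/mL final for 18 hours at 37 degrees C. Per-cell GFP summed per well was normalised to unstimulated and stimulated DMSO controls before curve fitting.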
HepG2 viability – HepG2 cytotoxicity, counter-screen for TGF-b inhibitors; HepG2 CAGA-GFP viability, ATP luminescence, 18 h; Potency, µM (series often up to 46.1 µM), without a hit: top-dose activity change, negative = cytotoxicity, most hits filed as cytotoxic; actives 0.76% (n = 410,000); AID 588856; also: some results filed as inactive show a strong effect at the top dose
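CellTiter-Glo luminescence gave cytotoxicity after 18 hours at 37 degrees C. The cells were HepG2 CAGA-GFP in 1% FBS DMEM, stimulated with 500 pg/mL TGF-beta after compound addition. %Activity was normalised to no-cell wells (complete cell-killing) and DMSO (no toxicity), and curves were fitted and classified.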
MCF10A rereplic – DNA re-replication induction in MCF 10a cells | MCF 10A DNA re-replication, Hoechst nuclear intensity, 48 h | actives 2.9% (n = 350,000) | Potency, µM (series often up to 46.1 µM), for the others: at the top dose activity, positive = re-replication, usual class: activators | AID 624296; also: % of control where 0% means no effect; nearly all actives have a fitted effect of over 50% in size
Nrf2 block – inhibitors of Nrf2 signaling; A549 ARE-Fluc reporter, luciferase luminescence, 18-24 h; Potency, µM (series often up to 46 µM), without a hit: at the highest dose activity change, negative = inhibition, most hits filed as inhibitors; actives 2.1% (n = 360,000); AID 504444; also: % is scaled to controls: 0 for no effect and ±100 for the full control effect; nearly all actives have a fitted effect of over 60% in size
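Nrf2 function is reported as luminescence of an ARE-controlled luciferase in A549 cells. Compounds were tested at several concentrations, and a CellTiter-Fluor read on the same wells flagged cytotoxicity.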
Nrf2 activator – activators of Nrf2 (ARE) signaling | actives 0.31% (n = 410,000) | AREc32 ARE-luciferase reporter (MCF7-derived line), luminescence, 24 h | AID 624171 | Potency, µM (series often up to 46.1 µM), without a hit: top-dose activation, usual class: activators; also: % of control where 0% means no effect; nearly all actives have a fitted effect of over 65% in size
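AREc32_Fluc, 1000 cells/well, OPTI-MEM + 5% FBS, o/n 37 deg C 5% CO2; 23 nL cpd by pin tool, 24 hr; Steady-Glo 30 min RT, luminescence.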
A549 tox – counter-screen for Nrf2 inhibitors: cytotoxicity in A549 cells | A549 ARE-Fluc cells, CellTiter-Fluor viability, 18-24 h | actives 0.16% (n = 390,000) | Potency, µM (series often up to 46 µM), for inactives: at the top dose activity change, negative = cytotoxicity, hits mostly inhibitors; also: % is scaled to controls: 0 for no effect and ±100 for the full control effect
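Cytotoxicity counterscreen: CellTiter-Fluor fluorescence was measured in A549 ARE_Fluc cells after 18-24 h of compound exposure in a concentration series. The subsequent BugLite luminescent read reports ARE-luciferase activity.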
EPAC2 antag – blocks human EPAC2 exchange factor; EPAC2 GEF exchange of Rap1B-BODIPY-GDP, fluorescence; actives 0.18% (n = 360,000); Q8WZA2; AID 720708; Potency, µM (doses to about 114 µM), inactives show at the top dose activity, negative = inhibition, actives largely listed as inhibitors; also: % is scaled to controls: 0 for no effect and ±100 for the full control effect; nearly all actives have a fitted effect of over 45% in size; many of its hits are not listed in these tables
Target sequence (Q8WZA2 whole entry, looked up): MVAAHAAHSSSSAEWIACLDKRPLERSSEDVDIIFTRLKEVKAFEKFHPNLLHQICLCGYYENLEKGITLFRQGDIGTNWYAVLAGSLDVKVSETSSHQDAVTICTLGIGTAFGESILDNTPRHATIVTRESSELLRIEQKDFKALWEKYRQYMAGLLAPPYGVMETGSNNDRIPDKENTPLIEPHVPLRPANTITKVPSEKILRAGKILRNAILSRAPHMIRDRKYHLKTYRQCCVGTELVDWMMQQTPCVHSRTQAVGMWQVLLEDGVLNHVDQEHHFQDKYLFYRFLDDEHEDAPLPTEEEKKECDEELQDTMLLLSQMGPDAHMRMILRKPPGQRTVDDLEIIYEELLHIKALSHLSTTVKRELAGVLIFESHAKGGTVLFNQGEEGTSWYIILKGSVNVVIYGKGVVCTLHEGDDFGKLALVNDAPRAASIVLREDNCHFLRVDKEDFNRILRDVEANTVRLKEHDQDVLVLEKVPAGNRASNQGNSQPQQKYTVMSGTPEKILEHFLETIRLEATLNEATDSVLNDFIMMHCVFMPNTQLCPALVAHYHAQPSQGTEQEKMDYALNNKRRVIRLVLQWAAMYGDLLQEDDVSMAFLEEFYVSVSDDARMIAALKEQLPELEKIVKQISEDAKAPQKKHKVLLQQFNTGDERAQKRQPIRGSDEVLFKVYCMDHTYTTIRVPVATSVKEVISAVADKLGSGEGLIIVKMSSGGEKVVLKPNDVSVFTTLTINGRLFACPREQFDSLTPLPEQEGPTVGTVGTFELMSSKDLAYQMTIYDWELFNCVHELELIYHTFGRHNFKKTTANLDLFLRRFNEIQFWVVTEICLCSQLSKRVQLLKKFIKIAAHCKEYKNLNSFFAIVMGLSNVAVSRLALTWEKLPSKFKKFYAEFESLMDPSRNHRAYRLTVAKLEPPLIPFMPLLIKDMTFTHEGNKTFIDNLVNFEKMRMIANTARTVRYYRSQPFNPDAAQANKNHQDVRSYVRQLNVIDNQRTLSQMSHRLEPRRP
ATXN2 expr inh – ATXN2 expression inhibition; AID 1745845; Potency, µM (top dose mostly 57 µM), inactives show at the highest dose activity change, negative = inhibition, most hits filed as inhibitors; HEK-293 ATXN2-luciferase reporter, luminescence, 24 h; actives 0.72% (n = 360,000); also: % is scaled to controls: 0 for no effect and ±100 for the full control effect; nearly all actives have a fitted effect of over 55% in size
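ATXN2-luciferase reporter cells (luciferase flanked by upstream and downstream ATXN2 gene portions) were treated 24 h at 37 °C with compounds at up to 57 uM. SteadyGlo luminescence gave expression; GF-AFC fluorescence gave viability.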
* hit, by the source's call; i = inactive; ? = inconclusive; . = no result given; & = joins results of further samples; [ ] = dose if it differs, or a comment. Calls follow the shape of the dose curve; as a rule, active = well fitted curve in the direction sought with a large enough effect; inconclusive = small, poorly fitted or top-dose-only effect, or another doubt; inactive = no such curve, though single readings can be large; an effect the other way counts as inactive or inconclusive. Potency is read from the fitted curve at half-maximal effect.

SMILES	ATXN viability	TGFb inhibitor	HepG2 viability	MCF10A rereplic	Nrf2 block	Nrf2 activator	A549 tox	EPAC2 antag	ATXN2 expr inh
COc1ccc(OC)c(NC(=O)C2CCC(CNc3c(N4CCC(C)CC4)c(=O)c3=O)CC2)c1 (centres undefined)	i	6%	-2%	0%	?	9.2%	-9%	-11%	4%
Cc1cccnc1NC(=O)CNC(=O)C12CC3CC(CC(Cl)(C3)C1)C2	i	15%	5%	0%	5%	-0.1%	6%	3%	-13%
COCCn1nnnc1C(c1ccc(OC)cc1OC)N1CCN(c2ccccc2F)CC1 (centres undefined)	i	4%	3%	-1%	.	-0.8%	6%	-2%	-14%
CCCCOCCCNC(=O)N[C@H](C(=O)OC)C(C)C	i	-21%	-6%	0%	21%	0.1%	4%	-1%	4%
Cn1c(=O)c2c(nc(SC3C(=O)CC(C)(C)CC3=O)n2C)n(C)c1=O	i	2%	-3%	?	-12%	0.0%	-8%	2%	3%
Cc1cc(C)c(C(=O)COC(=O)CCn2c(C)csc2=O)cc1C	i	-2%	-5%	1%	16%	0.1%	4%	7%	13%
COc1ccc(-c2nnc(SCC(=O)c3[nH]c(C)c(C(C)=O)c3C)o2)cc1	?	-1%	-3%	4%	?	0.5%	-7%	13%	?
CC(c1ccccc1)C1CC(=O)N(C2CCCCC2)C1=O (centres undefined)	.	1%	-3%	-3%	1%	0.3%	-3%	-3%	.
CCOc1ccc2[nH]c(C)cc(=O)c2c1	i	0%	-13%	-8%	18%	0.2%	2%	16%	4%
C=CCOc1ccc(-c2nc3c(c(=O)[nH]c(=O)n3Cc3ccccc3)n2CCCOC)cc1	i	-3%	-3%	-9%	-5%	0.2%	-6%	-4%	-11%
Cc1cc(=O)oc2cc(OCC(=O)Nc3nnc(C(C)C)s3)ccc12	i	-1%	-2%	?	-13%	-0.4%	-14%	0%	-2%
CC(=O)c1ccc(S(=O)(=O)NC2CC(=O)N(c3ccc(C)c(C)c3)C2)cc1 (centres undefined)	i	0%	1%	-5%	-10%	-0.1%	-6%	-7%	-13%
O=S(=O)(Nc1ccc(Br)cc1F)c1ccc2nc(-c3ccccc3)[nH]c2c1	?	?	-48%	.	1%	0.0%	-5%	.	-30%
C=C1CCN(C(CC(C)C)C(=O)O)S(=O)(=O)c2ccccc21 (centres undefined)	.	-2%	3%	.	12%	.	-3%	.	.
CCOC(=O)c1[nH]c2cc(OC)c(OC)cc2c1NC(=O)c1nonc1C	i	0%	10%	?	-24%	-0.2%	3%	10%	1%
C=CCN1C2=NCCCN2c2ccccc21	i	-1%	-1%	-1%	-5%	0.1%	0%	9%	4%
COc1ccc(-c2cn(Cc3ccc([N+](=O)[O-])cc3)nn2)cc1	i	6%&-5%	-12%&0%	-1%	13%	2.6%	1%	10%	12%
CCOC(=O)/C(=C\c1cn(C)c2ccccc12)[N+](=O)[O-]	?	-31%	-19%	?	1%	12%	-7%	0%	-22%
O=C(COC(=O)c1ccc(Br)o1)NCc1ccccc1Cl	i	3%	6%	-14%	1%	0.0%	0%	-4%	9%
NS(=O)(=O)c1cccc(NC(=O)COC(=O)CSCc2ccccc2)c1	i	0%	6%	1%	?	0.4%	15%	22%	5%
Cc1ccccc1S(=O)(=O)Nc1nc2ccccc2nc1Cl	i	26%	1%	8%	0%	-0.1%	-8%	-12%	5%
CCOc1cc(NC(=O)C2CC2)c(OCC)cc1NC(=O)c1ccccn1	i	0%	-6%	10%	.	0.0%	-7%	7%	0%
O=C(CN(Cc1cccs1)C(=O)CNS(=O)(=O)c1ccc(F)cc1)NCC1CCCO1 (centres undefined)	i	0%	-4%	9%	10%	-0.2%	-1%	18%	-10%
O=S(=O)(Nc1cc(Cl)ccc1-n1cncn1)c1cc(Br)ccc1Br	?	10µM*	-42%	?	13µM*	0.5%	?	?	?
O=C(c1cccs1)c1cn(CCOc2ccccc2F)c2ccccc12	.	-18%	6%	.	-21%	20%	-6%	.	.

One compound at a time (already shown). Screens in order: ATXN viability	TGFb inhibitor	HepG2 viability	MCF10A rereplic	Nrf2 block	Nrf2 activator	A549 tox	EPAC2 antag	ATXN2 expr inh
Cc1ccccc1S(=O)(=O)Nc1nc2ccccc2nc1Cl is entered as i	26%	1%	8%	0%	-0.1%	-8%	-12%	5%
O=S(=O)(Nc1ccc(Br)cc1F)c1ccc2nc(-c3ccccc3)[nH]c2c1 is entered as ?	?	-48%	.	1%	0.0%	-5%	.	-30%
CC(c1ccccc1)C1CC(=O)N(C2CCCCC2)C1=O (centres undefined) is entered as .	1%	-3%	-3%	1%	0.3%	-3%	-3%	.
CC(=O)c1ccc(S(=O)(=O)NC2CC(=O)N(c3ccc(C)c(C)c3)C2)cc1 (centres undefined) is entered as i	0%	1%	-5%	-10%	-0.1%	-6%	-7%	-13%

Three compounds out of the list, arranged by count of non-hydrogen atoms, largest number first.
SMILES	ATXN viability	TGFb inhibitor	HepG2 viability	MCF10A rereplic	Nrf2 block	Nrf2 activator	A549 tox	EPAC2 antag	ATXN2 expr inh
CC(=O)c1ccc(S(=O)(=O)NC2CC(=O)N(c3ccc(C)c(C)c3)C2)cc1 (centres undefined)	i	0%	1%	-5%	-10%	-0.1%	-6%	-7%	-13%
O=C(c1cccs1)c1cn(CCOc2ccccc2F)c2ccccc12	.	-18%	6%	.	-21%	20%	-6%	.	.
Cc1cc(=O)oc2cc(OCC(=O)Nc3nnc(C(C)C)s3)ccc12	i	-1%	-2%	?	-13%	-0.4%	-14%	0%	-2%

Next part:
SMILES	ATXN viability	TGFb inhibitor	HepG2 viability	MCF10A rereplic	Nrf2 block	Nrf2 activator	A549 tox	EPAC2 antag	ATXN2 expr inh
COc1ccc(NC(=O)C(Sc2nnc3ccccn23)c2ccccc2)cc1Cl (centres undefined)	i	-15%	0%	-1%	4%	5.7%	-1%	-16%	-3%
Cc1c(C(=O)NC(C)CN2CCCCC2)oc2ccccc12 (centres undefined)	i	?	-2%	2%	9%	-0.2%	0%	4%	19%
S=C(NCc1cccs1)Nc1cc(Cl)cc(Cl)c1	?	22µM*	-48%	23µM*	?	6.2%	?	-14%	?
O=C(c1ccc(OC2CCN(CCc3ccccc3)CC2)cc1)N1CCC[C@H]1CO	i	-4%	-45%	0%	2%	2.8%	1%	14%	-9%
COC(=O)c1c(C)[nH]c(C)c1-c1ccccc1	i	-21%	-5%	1%	-14%	2.7%	1%	-3%	1%
C[C@@H]1CN([C@H](C)CO)C(=O)CCCn2cc(nn2)CO[C@H]1CN(C)S(=O)(=O)c1ccc(Oc2ccccc2)nc1	i	18%	46%	.	.	-0.1%	.	4%	9%
C[C@H](NC(=O)[C@H]1N2C(=O)c3ccccc3C2SC1(C)C)C(=O)NCC1CCCO1 (some centres undefined)	i	0%	6%	-1%	14%	0.2%	6%	2%	0%
COc1ccccc1N1CCN(C(=O)c2c3c(nc4ccccc24)C(=O)N(C2CCCCC2)C3)CC1	.	22%	7%	.	26%	3.4%	2%	.	.
Cc1[nH]nc2c1C(Cc1ccccc1)C(C#N)=C(N)O2 (centres undefined)	i	8%	-15%	6%	3%	1.3%	-1%	-8%	-11%
CN(CCN(C)C(C)(C)C)C(=O)C(c1ccccc1)c1ccccc1	i	1%	5%	2%	14%	0.4%	2%	6%	-7%
CCOc1ccc(CN2CCC(=O)NC2=O)cc1	?	10%	-12%	-1%	7%	0.1%	.	1%	5%
CN(C)CCCNCC(=O)Nc1ccccc1N1CCOCC1	i	2%	-27%	-5%	4%	0.5%	-4%	12%	3%
CC1CCN(S(=O)(=O)c2cc(C(=O)NCc3ccccc3)n(C)c2)CC1	i	-58%	-6%	.	.	-0.4%	-15%	.	6%
c1coc(Cn2nnnc2CN2CCN(C3CCCCC3)CC2)c1	i	-2%	5%	?	5%	0.3%	2%	4%	5%
O=C(NCc1ccccn1)Nc1ccccc1F	i	-3%	4%	-1%	27%	-0.2%	-1%	-7%	20%
O=C(NCCN1C(=O)S/C(=C\c2ccc(F)cc2)C1=O)c1cccc(S(=O)(=O)N2CCOCC2)c1	i	?	-29%	5%	-17%	0.2%[9.22 µM]	10%	-4%	29%
CCc1nnc(SCC(=O)N2CCCc3ccccc32)nc1CC	i	-8%	-16%	8%	-3%	0.0%	9%	2%	-15%
FC(F)(F)c1nc(-c2cccnc2)ncc1-c1nnnn1-c1ccccc1	i	12%	-11%	8%	-39%	-0.2%	-2%	-3%	-22%
O=C(c1ccc([N+](=O)[O-])cc1)N1CCc2ccccc21	?	11%	5%	-1%	0%	0.4%	3%	8%	-10%
COc1ccc(C(=O)Oc2ccc(/C=N/NC(=O)Cc3ccc([N+](=O)[O-])cc3)cc2)cc1	i	0%	-2%	0%	?	-0.4%	-1%	8%	5%
COc1c(Cl)cc(-c2noc(C)c2C(=O)NCc2ccccc2)cc1Cl	i	2%	-4%	4%	5%	-1.2%	-1%	-10%	-1%
COc1cccc(C(=O)n2c(SC)nc3cc4c(cc32)OCCO4)c1	i	-1%	-17%	4%	.	-0.1%	3%	8%	0%
CN(C)CCn1c(=S)[nH]c2ncccc2c1=O	i	-6%	21%	1%	1%	-0.2%	-10%	0%	2%
Cc1ccc(OCCn2c(CCNC(=O)C3CCCCC3)nc3ccccc32)cc1	.	5%	0%	.	?	.	-9%	.	.
Cc1cc2c3c(c1C)C(=O)C(=O)N3C(C)(C)CC2C (centres undefined)	i	2%	-2%	-6%	?	-0.1%	13%	-5%	.

Reprinted at random: 2 compounds from above.
SMILES	ATXN viability	TGFb inhibitor	HepG2 viability	MCF10A rereplic	Nrf2 block	Nrf2 activator	A549 tox	EPAC2 antag	ATXN2 expr inh
O=C(NCc1ccccn1)Nc1ccccc1F	i	-3%	4%	-1%	27%	-0.2%	-1%	-7%	20%
COC(=O)c1c(C)[nH]c(C)c1-c1ccccc1	i	-21%	-5%	1%	-14%	2.7%	1%	-3%	1%

Single entries from above.
`C[C@H](NC(=O)[C@H]1N2C(=O)c3ccccc3C2SC1(C)C)C(=O)NCC1CCCO1` (some centres undefined) in ATXN2 expr inh shows 0%
`COc1c(Cl)cc(-c2noc(C)c2C(=O)NCc2ccccc2)cc1Cl` in TGFb inhibitor shows 2%
`COc1ccc(NC(=O)C(Sc2nnc3ccccn23)c2ccccc2)cc1Cl` (centres undefined) in Nrf2 block shows 4%

Some of the compounds tested; count on the stated rates, not on these rows.
